Compound activity as filed in PubChem.
Bcl-xL primary: Bcl-xL (human) inhibition. 320,000 tested, 0.7% active. AID 2129. GST-Bcl-xL / FITC-Bim BH3 peptide fluorescence polarization. inhibition, % at 10.9 µM. Q07817;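 active means inhibition above the mean of all tested compounds plus 3 SD, cutoff set per campaign, cut at about 30% in these data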;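 further: 0% = DMSO wells and 100% = unlabeled Bim-BH3 peptide competitor; inhibitors lower millipolarization by displacing the labeled peptide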
Target sequence (Q07817 whole entry, looked up): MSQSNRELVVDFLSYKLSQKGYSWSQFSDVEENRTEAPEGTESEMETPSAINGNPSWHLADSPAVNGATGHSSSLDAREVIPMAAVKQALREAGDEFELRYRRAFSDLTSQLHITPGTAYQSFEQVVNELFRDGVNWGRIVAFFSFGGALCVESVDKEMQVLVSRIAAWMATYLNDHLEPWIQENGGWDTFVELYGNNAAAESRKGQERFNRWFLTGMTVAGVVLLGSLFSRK
Fam108B inh: blocks mouse Fam108B hydrolase in RBBP9 counter-screen; recombinant Fam108B, FP-Rh probe fluorescence polarization; inhibition, % at 9.51 µM; 300,000 tested, 0.33% active;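 active means inhibition above the screen mean inhibition plus 3 SD, computed separately per campaign, cut at about 18% in these data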;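 further: inhibitors lower polarization as less probe binds the enzyme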
MEX-5 binding: C. elegans MEX-5 TCR-2 RNA binding activity; Q9XUB2; MEX-5/FITC-TCR2 RNA binding, fluorescence polarization; active compounds read low; activity score (negative = inhibition of binding), % at 10 µM; 300,000 tested, 0.38% active;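 active means inhibition past about -25% in most replicates, and total fluorescence under double the plate's negative control median, limit read from the data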;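 further: 0% = DMSO and -100% = 5 µM competing unlabeled TCR2 RNA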
PME-1 inh: PME-1 (human) inhibition; Q9Y570; recombinant PME-1, FP-Rh probe fluorescence polarization; inhibition, % at 5.9 µM; 320,000 tested, 0.53% active;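 active means inhibition above the campaign mean of all compounds plus 3 SD, cut at about 26% in these data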;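 further: competitive labeling of PME-1 active site by serine hydrolase directed probe; 0% = PME-1 with DMSO and 100% = wells lacking PME-1 enzyme; inhibitors block probe labeling so polarization falls and inhibition rises; many of its hits are not listed in these tables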
Target sequence (Q9Y570 whole entry, looked up): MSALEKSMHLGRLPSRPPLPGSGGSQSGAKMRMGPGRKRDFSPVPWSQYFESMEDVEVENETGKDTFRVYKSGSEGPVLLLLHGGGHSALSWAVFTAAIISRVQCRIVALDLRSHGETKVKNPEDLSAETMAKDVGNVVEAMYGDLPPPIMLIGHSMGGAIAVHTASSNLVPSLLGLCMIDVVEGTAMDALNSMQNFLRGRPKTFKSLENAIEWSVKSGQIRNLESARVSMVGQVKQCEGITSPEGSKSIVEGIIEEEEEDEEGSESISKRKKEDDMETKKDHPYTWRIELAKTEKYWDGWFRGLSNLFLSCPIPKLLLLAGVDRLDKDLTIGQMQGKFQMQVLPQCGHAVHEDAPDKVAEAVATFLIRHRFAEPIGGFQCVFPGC
MCL1 BIM primary: inhibitors of human MCL1 binding to BIM-BH3 peptide; inhibition, % at 10.9 µM; 320,000 tested, 0.68% active; Q07820; GST-MCL1 / FITC-Bim-BH3 fluorescence polarization;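 active means inhibition above the mean inhibition of all tested compounds plus 3 SD, set per campaign, cut at about 40% in these data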;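 further: 0% = DMSO wells and 100% = unlabeled Bim-BH3 peptide control; higher means more loss of mP so more displacement of Bim peptide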
Target sequence (Q07820 whole entry, looked up): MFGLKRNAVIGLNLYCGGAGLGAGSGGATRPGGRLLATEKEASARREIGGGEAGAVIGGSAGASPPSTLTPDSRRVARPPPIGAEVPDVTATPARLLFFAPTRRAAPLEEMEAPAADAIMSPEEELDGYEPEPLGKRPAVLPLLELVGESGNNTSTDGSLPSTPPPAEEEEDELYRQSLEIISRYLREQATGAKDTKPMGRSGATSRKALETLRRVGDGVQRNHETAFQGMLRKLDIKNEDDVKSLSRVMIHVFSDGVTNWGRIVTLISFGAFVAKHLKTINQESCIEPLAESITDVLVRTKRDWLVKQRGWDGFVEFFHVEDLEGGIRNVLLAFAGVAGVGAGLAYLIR
GLD-1 RNA inh: GLD-1-TGE RNA interaction inhibition (C. elegans). Q17339. purified GLD-1 + fluorescein TGE RNA, fluorescence polarization. inhibition, % at 5.96 µM. 320,000 tested, 0.44% active. AID 2280;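 active means percent inhibition above a per-plate cutoff, the plate mean of test compounds plus 3 SD, cut at about 30% in these data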;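 further: 0% = DMSO wells with GLD-1 and probe and 100% = wells lacking GLD-1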
VLA-4 inh: inhibition in a human VLA-4 binding assay; VLA-4 expressing cells, ligand binding flow cytometry; inhibition, % (about 7 µM as worked out from the volumes in the protocol); 330,000 tested, 0.2% active; AID 2557; in the data active means inhibition above about 50%
Efflux pump inh: blocks antifungal efflux pumps in multiplex yeast assay. S. cerevisiae Candida pump triplex, Nile Red efflux. inhibition, % at 10 µM. 330,000 tested, 0.44% active. AID 485275;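 active means plate passing quality check with inhibition over a set limit, or well fluorescence over plate mean plus 4 SD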;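 further: Nile Red retained in pooled yeast measured as flow cytometry median fluorescence; 0% = buffer negative control and 100% = Enniatin B positive control; higher means more Nile Red kept so more efflux inhibition; some compounds called inactive have numbers as strong as hits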
GRK2 inh: inhibitors of human GRK2 displacing RNA aptamer | P25098 | bead flow cytometry, FAM-aptamer displacement from GRK2 | inhibition of aptamer binding, % at 10 µM | 330,000 tested, 0.59% active | AID 488847;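 active means inhibition of aptamer binding above 40%, roughly 3 SD of noise, on plates passing a quality check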;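 further: median bead fluorescence of bound FAM aptamer so fluorescent compounds give negative values; no value below 0 was filed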
An asterisk follows results filed as active; x = no result given.

Below each SMILES: Bcl-xL primary, Fam108B inh, MEX-5 binding, PME-1 inh, MCL1 BIM primary, GLD-1 RNA inh, VLA-4 inh, Efflux pump inh, GRK2 inh
CCCC12CN3CC(C)(CN(C1)C3c1ccc([N+](=O)[O-])o1)C2=O (stereo unspecified)
 : 8, -3, -0.6, 3, 6, 2, 18, -0.1, 0
O=c1c2ccccc2nnn1Cc1nnc(-c2ccccc2Br)o1
 : 1, 7, 3.1, 6, 13, -16, -15, 0.1, 0
COC(=O)c1ccc(CN(C(C)=O)c2ccccc2)o1
 : 5, -2, 1.6, -6, -1, 0, 2, -0.1, 0
Cc1ccc(-n2ncc(C(=O)Nc3cc(Cl)ccc3Cl)c2C2CCNCC2)cc1
 : 8, 2, 4.2, -3, 15, 4, -6, -0.3, 0
CSc1ccc(CN(C)CC(=O)NC(=O)NCCC2=CCCCC2)cc1
 : -5, x, x, 2, -2, -2, 5, -0.1, 1
C/C(=N\NC(=O)Nc1ccccc1)c1ccccc1
 : 2, 3, 1.9, -2, 4, 7, 1, 0.0, 0
CCC1Nc2ncnc(N3CCc4ccccc4C3)c2N(Cc2ccc(Cl)cc2)C1=O (stereo unspecified)
 : x, x, x, x, x, 2, -2, 0.6, 2
Cc1ccc(CN2C(=O)C(CC(C)C)Nc3ncnc(N4CCOCC4)c32)cc1 (stereo unspecified)
 : x, x, x, x, x, 6, 12, 0.0, 1
CCOc1ccc(N(CC(=O)N2CCCCCC2)S(C)(=O)=O)cc1
 : -2, 1, -1.3, 3, 1, 6, -11, -0.1, 0
COc1ccc(NC(=O)C(NC(C)=O)C(=O)Nc2ccc(F)cc2)cc1 (stereo unspecified)
 : 4, -7, -0.3, -8, -2, -15, 36, 0.2, 0
Cc1ccc(OCC(=O)N2CCCCCC2)c(C)c1
 : 0, 6, -0.5, 5, 0, -5, 3, 0.3, 4
O=C(COc1ccc([N+](=O)[O-])cc1)Nc1ccc2c(c1)OCO2
 : 5, -1, -1.0, -1, 10, 1, 2, 0.4, 0
Cc1ccc(C)c(S(=O)(=O)N2CCN(C(=O)c3ccccn3)CC2)c1
 : 2, x, x, 4, -2, 4, -3, 0.0, 0
CC(CN1CCN(C)CC1)OC(=O)c1cccc(F)c1 (stereo unspecified)
 : 5, 10, -1.5, 1, 3, 1, 0, 0.1, x
CCN1CCN(c2ncnc3sc(C)c(-c4ccccc4)c23)CC1
 : -1, 0, 0.6, -1, 0, 8, 4, 0.2, 0
Cc1ccc(C(=O)NNC(=O)CCCN2C(=O)/C(=C/c3ccccc3Cl)SC2=S)cc1
 : -15, -1, 0.4, -8, -40, -18, 0, -0.1, 0
O=C(NCCN1CCCC1)c1ccc2c(=O)n(CCc3ccccc3)c(=O)[nH]c2c1
 : 5, -1, -0.3, -5, -2, -1, 34, 0.1, 0
O=c1c2ccccc2nc2n1CCN2
 : -3, -2, -2.3, -2, 6, -7, 3, -0.1, 0
Cc1ccc(NC(=O)c2sc3ncnc(N4CCN(c5ccccn5)CC4)c3c2C)c(C)c1
 : -1, -4, -7.0, -3, 2, 1, 12, 0.3, 0
COc1ccccc1N1CCN(C(=O)C2CCCN(S(=O)(=O)c3ccc(C)cc3)C2)CC1 (stereo unspecified)
 : 4, x, x, 3, 4, 2, 37, -0.2, 0
O=C1/C(=C/c2cccnc2)CCC/C1=C\c1cccnc1
 : 3, 5, x, 0, -1, 0, 12, 0.0, 4
COc1cccc(O)c1CN1CCC(n2nccc2NC(=O)c2ccc3c(c2)OCO3)CC1
 : 2, 0, -1.2, -2, -7, 3, 5, -1.3, 0
Cc1cc(C)nc(SCC(=O)N(C)C)n1
 : 2, 1, -1.2, -4, -5, 1, 2, -0.1, 0
COc1ccc(S(=O)(=O)Nc2cc(Cl)ccc2-n2cncn2)cc1
 : 1, x, x, 4, 5, -4, 6, 0.1, 0
Cc1ccc(C(=O)c2sc(Nc3ccccc3)c(C#N)c2N)cc1
 : 2, 5, -1.0, 13, -6, 4, -3, -0.1, 1
COc1cc(NS(=O)(=O)c2ccc(NC(=S)NC(=O)c3cccs3)cc2)nc(OC)n1
 : 5, 0, -1.6, 3, -1, -4, 7, -0.1, 0
CCOC(=O)c1cnc2nc(COc3ccccc3)[nH]n2c1=O
 : 4, -2, 0.0, 3, 3, 2, -1, -0.1, 2
O=C(CN1C(=O)NC2(CCCC2)C1=O)NCCc1ccccc1
 : x, x, x, x, x, 1, -2, 0.2, 0
CNS(=O)(=O)c1cn(CC(=O)NCc2ccccc2OC)cc1S(=O)(=O)NC
 : -7, 2, 1.4, 4, -3, -2, 1, 0.0, 3
COc1ccc(N2CCN(Cc3nc4scc(-c5ccccc5)c4c(=O)[nH]3)CC2)cc1
 : -2, 4, 3.7, -4, -11, -9, -5, 0.1, 0

(next part)
Below each SMILES: Bcl-xL primary, Fam108B inh, MEX-5 binding, PME-1 inh, MCL1 BIM primary, GLD-1 RNA inh, VLA-4 inh, Efflux pump inh, GRK2 inh
Cc1cc(C)c2nc(-c3ccccn3)cc(C(=O)NCc3ccco3)c2c1
 : 9, -7, -2.5, -9, 18, 4, 2, 0.0, 3
COc1ccc(-c2c[n+]3c(n2-c2ccccc2)SCC3)cc1OC
 : 2, -5, -1.0, -4, -2, 0, 16, 0.0, 0
O=S1(=O)CCO[C@H]2Cc3ccccc3[C@H]2N1Cc1ccccc1Br
 : 11, -1, 1.4, -6, 20, 3, 0, -0.1, 1
O=C(/C=C/c1ccc(Cl)cc1)NC(=S)Nc1ccc(C(=O)O)cc1
 : 1, 6, -1.5, -1, 0, 6, 1, -0.1, 0
COc1ccc(C2CCCN2C(=O)Nc2ccccc2)cc1OC (stereo unspecified)
 : -1, 2, -0.6, -3, 2, 0, 38, 0.1, 2
COC(=O)C1=C(C)NC(=O)NC1c1ccccc1 (stereo unspecified)
 : 3, -5, -1.5, -2, 6, 2, 4, 0.0, 0
COc1ccc(OC)c(C2C3=C(CCCC3=O)NC3=C2C(=O)CCC3)c1
 : 4, 4, -0.2, -5, 5, -3, 7, 0.0, 0
O=C(Nc1ccccc1N1CCCCC1)c1ccco1
 : 5, 3, 3.1, 9, 11, -2, 16, 0.0, 49*
COc1cc(NS(=O)(=O)c2ccc(N/C=C(\C#N)c3nc4cc(Cl)ccc4o3)cc2)nc(OC)n1
 : 0, -13, -0.8, -13, -1, -1, -20, -0.1, 2
COc1ccc(Cn2nc(C)n(N(C)c3ncc(C(F)(F)F)cc3Cl)c2=O)cc1
 : -4, 1, 2.4, 2, -3, -2, -5, 0.0, 1
COc1ccc(NC(=O)CN(C)C(=O)c2ccc(N3CCOCC3)c([N+](=O)[O-])c2)cc1
 : 6, -1, 1.1, -2, 7, 6, 4, -0.1, 2
CCOC(=O)c1sc(NC(=O)Cn2nnc3sc4c(c3c2=O)CCCC4)nc1C
 : -5, -10, 3.0, -13, -17, -9, -14, 0.1, 1
COc1ccccc1NC(=S)N(Cc1ccc(Cl)cc1)CC1CCC(C(=O)O)CC1 (stereo unspecified)
 : 1, -2, -0.7, -5, 2, 2, 1, 0.1, 3
O=C(O)CN1CCN(Cc2ccc(F)cc2)C1=O
 : 7, -1, 0.9, -2, 4, -4, 17, -0.4, 1
Cc1cc(C)cc(-n2ccnc2SCC(=O)O)c1
 : 1, 2, -1.4, -1, -2, -4, 9, 0.1, 0
COc1ccc(C(C)(C)C)cc1NC(=O)c1ccccc1-n1cnnn1
 : x, x, x, x, x, 5, 0, -0.1, 0
CCOC(=O)c1ccn(CSc2c(F)c(F)cc(F)c2F)n1
 : -3, x, x, -4, -6, 0, 12, -0.1, 1
CC1CCCCC1NC(=O)COC(=O)c1ccccc1NC(=O)c1ccco1 (stereo unspecified)
 : -3, -4, -0.3, -2, 1, -1, 2, 0.1, 0
COc1cccc(S(=O)(=O)N2CCN(c3ccccc3F)CC2)c1
 : 3, 0, -1.2, 9, -5, -1, 7, -0.1, 0
CSCCC(NC(=O)COc1ccccc1)C(=O)OCC(=O)c1ccccc1 (stereo unspecified)
 : -1, 3, 2.3, -5, -8, 2, -3, -0.1, 4
C=CCc1ccc(OCC(O)CN2CCN(Cc3ccc(Cl)cc3)CC2)c(OC)c1 (stereo unspecified)
 : 0, 0, 1.5, 8, 1, 4, 28, 0.1, 0
O=C(Nc1ccccc1)C1=C[C@@H](c2ccc(Br)cc2)C[C@@H](OCc2ccc(CO)cc2)O1
 : 1, -11, -3.8, -15, -2, -1, x, x, x
CCNC(=O)C1CC(=O)N(Cc2ccc3c(c2)OCO3)C(=Nc2ccc(F)cc2)S1 (stereo unspecified)
 : 3, -1, 0.7, -3, -5, 5, 10, -0.1, 0
FC(F)(F)c1cnc(Nc2ccc(N3CCOCC3)cc2)c(Cl)c1
 : 12, 7, -2.2, -10, 4, 0, -7, -0.1, 1
O=C(CCCc1ccccc1)NC12CC3CC(CC(C3)C1)C2
 : -3, -2, -0.6, 4, 7, 2, 7, -0.1, 0
Cn1c(C(=O)O)c(CC(=O)Nc2ccc(F)cc2F)c2ccccc21
 : 8, 2, -0.7, 2, 3, 0, 1, -0.1, 4
NC(=O)C1(c2ccccc2)OC1c1ccccc1 (stereo unspecified)
 : 5, 6, -2.4, -3, 9, -6, 12, 0.1, 0
Cc1cc(C)n2c(SCC(=O)Nc3ccccc3)nnc2n1
 : 5, 2, 2.0, -2, 0, 8, -17, 0.0, 0
CCOc1ccc(-n2c(SCC(=O)NC)nnc2-c2ccco2)cc1
 : 3, 2, 0.7, 3, 4, 2, 4, -0.1, 0
Cc1ccc(S(=O)(=O)N2C(=O)CCC2C(N)=O)cc1 (stereo unspecified)
 : x, x, -3.2, x, x, x, -2, 0.0, 2
OCCNCCCCOc1cccc(Br)c1
 : 3, 0, -0.1, -3, 4, 0, 13, 0.1, 0

In another format: results already given.
structure	Bcl-xL primary	Fam108B inh	MEX-5 binding	PME-1 inh	MCL1 BIM primary	GLD-1 RNA inh	VLA-4 inh	Efflux pump inh	GRK2 inh
COc1ccc(NC(=O)CN(C)C(=O)c2ccc(N3CCOCC3)c([N+](=O)[O-])c2)cc1	6	-1	1.1	-2	7	6	4	-0.1	2
CCOC(=O)c1sc(NC(=O)Cn2nnc3sc4c(c3c2=O)CCCC4)nc1C	-5	-10	3.0	-13	-17	-9	-14	0.1	1
COc1ccccc1NC(=S)N(Cc1ccc(Cl)cc1)CC1CCC(C(=O)O)CC1 (stereo unspecified)	1	-2	-0.7	-5	2	2	1	0.1	3

An excerpt; rates above refer to the full screens.
